M. tuberculosis = growth inhibition of non-replicating M. tuberculosis (AID 488890) | Mycobacterium tuberculosis non-replicating, growth inhibition; higher % means a stronger effect | inhibition, % at 25 µM, or IC50 in µM where a hit was titrated | 320,000 tested, 0.39% active; in the data active means a potency from the dose series; inconclusive means inhibition mostly from about 82% at the one dose, without a potency; inactive means the rest, 99 in 100 with inhibition below about 76%;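 further: plate controls were DMSO cells for no effect and high antibiotic wells for full effect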
PhoP GFP inhibition = Inhibition of PhoP regulon, Salmonella typhi GFP reporter cells, confirmation, 4 h (AID 1850) | one-dose inhibition, % at 50 µM; IC50 in µM for titrated hits | Salmonella Typhi PhoP-promoter GFP reporter, fluorescence, 4 h; higher % means a stronger effect | 310,000 tested, 0.33% active; in the data active means a potency from the dose series; inconclusive means inhibition mostly from about 25% at the one dose, without a potency; inactive means the rest, 99 in 100 with inhibition below about 19%;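 further: 0% = induced wells with vehicle and 100% = uninduced wells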
M. tuberculosis HTS = M. tuberculosis growth inhibition, HTS (AID 449762); M. tuberculosis H37Rv growth inhibition, 7H9 media; higher % means a stronger effect; inhibition, % at 25 µM; hits with a dose series show IC50 in µM; 330,000 tested, 0.59% active; in the data active means a potency from the dose series; inconclusive means inhibition above about 70% without an active follow-up result;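 further: bacterial growth assessed after seven days of incubation; strong numbers were not always called active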
H1N1 NS1A inhibition = H1N1 influenza NS1A inhibitors, functional cell based assay (AID 504329); one-dose inhibition, % at 12.5 µM; IC50 in µM for titrated hits; 340,000 tested, 0.3% active; NS1A functional cell-based assay, percent inhibition; higher % means a stronger effect; in the data active means a potency from the dose series; inconclusive means inhibition above about 27% without an active follow-up result; further: strong numbers were not always called active
VEEV TC-83 Vero = inhibitors of VEEV TC-83 cytopathic effect, confirmation, Vero cells (AID 588727); one-dose inhibition, % at 20 µM; IC50 in µM for titrated hits; 350,000 tested, 0.13% active; Vero cells, VEEV TC-83 cytopathic effect inhibition; higher % means a stronger effect; in the data active means a potency from the dose series; inconclusive means inhibition mostly from about 14% at the one dose, without a potency; inactive means the rest, 99 in 100 with inhibition below about 12%; further: strong numbers were not always called active
VEEV TC-83 Vero 10K pilot screen = further read-out of VEEV TC-83 Vero, marked with its call; inhibition, %; measured here: 10K pilot screen inhibition
The depositor's hits bear a star; i = inactive; ? = inconclusive; . = not tested or not shown. This is a random part of the collection; 1.6% or so of the library scored in one or more.

SMILES | M. tuberculosis | PhoP GFP inhibition | M. tuberculosis HTS | H1N1 NS1A inhibition | VEEV TC-83 Vero | others
Cc1ccc(CNC(=O)C(CCC(N)=O)NC(=O)OCc2ccccc2)cc1 (centres undefined) | -3% | -9% | -6% | -10% | 1.9%
COc1ccccc1N1CCN(c2cc(=O)n(Cc3ccc(F)cc3)c(=O)[nH]2)CC1 | 20% | -7% | -1% | 3% | i
O=C(C(c1ccccc1)c1ccccc1)N1CCN(Cc2ccccn2)CC1 | 12% | -4% | -1% | -18% | 0.2%
CCCCN(C(=O)CNC(=O)c1cccs1)C(C(=O)NC1CCCCC1)c1cccnc1 (centres undefined) | -9% | -9% | -1% | 0% | i
COc1ccc(C(=O)N/N=C/c2cc3ccccc3[nH]c2=O)cc1 | -30% | 8% | 1% | -3% | 8.0%
N=c1c(S(=O)(=O)c2ccccc2)cc2c(=O)n3ccccc3nc2n1Cc1ccco1 | 6% | 4% | -3% | -2% | 2.3%
C=CCn1c(CSCc2ccccc2)nnc1SCC(=O)NCc1ccccc1 | 5% | 6% | -3% | 0% | 1.1%
Cc1cc(-c2nn(-c3ccccc3)cc2/C=C2\SC(N)=NC2=O)ccc1OC(C)C | 7% | -11% | 2% | -7% | 11%
NC(CC(=O)NC(c1ccccc1)(c1ccccc1)c1ccccc1)C(=O)O (centres undefined) | 15% | 7% | 9% | -3% | 0.6%
CCOc1ccc(NC(=O)C2CCCN(S(=O)(=O)c3ccc4[nH]c(=O)ccc4c3)C2)cc1 (centres undefined) | 2% | 5% | -3% | -7% | i
CCCCN(C)S(=O)(=O)c1ccc(C(=O)N=c2sc3cc(NC(C)=O)ccc3n2C)cc1 | 4% | 3% | -12% | 5% | 0.5% | VEEV TC-83 Vero 10K pilot screen=0.8
CCCN(CC(=O)Nc1ccccc1C)C(=O)c1cc(C)oc1C | 3% | . | -7% | -7% | 3.2%
O=C(NCCOC(=O)c1ccc(S(=O)(=O)N2CCOCC2)cc1)c1cccnc1 | -10% | -2% | 0% | 12% | 1.2%
Cc1[nH]n(-c2ccccc2)c(=O)c1/C=N/N1C(=O)c2cccc3cccc(c23)C1=O | ? | -3% | 69% | 5% | 39%
O=C(Nc1ccccc1[N+](=O)[O-])C1C(c2ccccc2)=C1c1ccccc1 | -11% | 5% | 2% | -6% | 3.7%
COC(=O)c1ccc(COC(=O)c2ccccc2OC)cc1 | -10% | -7% | ? | 4% | 1.4% | VEEV TC-83 Vero 10K pilot screen=0.4
COc1ccc2[nH]c(=O)c(CN(Cc3ccco3)C(=O)c3ccccc3)cc2c1 | -8% | -3% | -1% | 0% | 9.7%
O=C(NCCc1ccccc1)c1ccccc1NC(=O)C1CC=CCC1C(=O)O (centres undefined) | -19% | -14% | 9% | -1% | i
N#Cc1cc(-c2ccccc2)cnc1Sc1ccc(Cl)cc1 | 6% | 6% | 7% | -13% | i
O=C(C1CCC1)N1CCc2cc(S(=O)(=O)N3CCN(c4ccccn4)CC3)ccc21 | 36% | 2% | -2% | 23% | i
CCOC(=O)c1cnc(-c2ccccc2)nc1-c1ccccc1 | 8% | 0% | 4% | -5% | 7.7%
Nc1cc(C(=O)OCC(=O)NCCCc2ccccc2)ccc1Cl | 45% | -5% | 8% | -11% | i
CCN(c1ccccc1)S(=O)(=O)c1cccc(C(=O)NCc2ccccn2)c1 | 20% | -1% | -7% | -4% | 1.8%
Cc1c(C(=O)NC(C)c2ccccc2)c(-c2ccccc2)nn1-c1ccccc1 (centres undefined) | 4% | 4% | -3% | -6% | 1.5%
O=[N+]([O-])c1ccc(N/N=C2/CCCCC2c2ccccn2)c([N+](=O)[O-])c1 (centres undefined) | 68% | -2% | 7% | 20% | 0.3%
O=C(O)COc1ccccc1/C=C1\SC(=Nc2ccc(F)cc2)N(c2ccc(F)cc2)C1=O | 22% | 0% | 5% | -3% | 3.3%
CCOc1ccc(OCC)c(NC(=O)C2CCCN(S(=O)(=O)c3c(C)noc3C)C2)c1 (centres undefined) | -18% | 11% | -5% | 7% | 0.3%
Cc1ccc2c(c1)cc(C(=O)N1CCN(c3ccccn3)CC1)n2C | 0% | -8% | 3% | -6% | 0.9%
Nc1nc(SCC(=O)Nc2ccccc2Oc2ccccc2)n[nH]1 | 0% | -7% | -17% | 5% | i
CCn1nc(C)c(Oc2ccccc2O)c1C | -1% | 0% | -5% | -10% | i
Cc1ccc(Cn2nnc3c(=O)[nH]c(C4CCN(S(=O)(=O)c5ccc(S(=O)(=O)NC6CC6)cc5)CC4)nc32)cc1 | -3% | -1% | 7% | 7% | 3.9%
Cc1ccc(-c2cc(-c3ccccc3)cc(-c3ccccc3)[n+]2-c2ccccc2)cc1 | ? | 21% | ? | 4% | 5.4%
CN(CC(=O)NCCc1ccc(S(N)(=O)=O)cc1)CC(=O)Nc1ccc(Cl)cc1 | 19% | . | 7% | 2% | i
Cc1ccc(C)c(S(=O)(=O)N2CCCOC2CNC(=O)C(=O)NCCc2ccco2)c1 (centres undefined) | 19% | -6% | -3% | -7% | i
O=S(=O)(Nc1cccc(-c2nnco2)c1)c1ccc(Cl)cc1 | 11% | 17% | -2% | -1% | 0.9%
COc1ccccc1/C=C/C=N/N1CCN(Cc2ccc(Cl)cc2)CC1 | 11% | -6% | 6% | 6% | 2.3%
O=C(c1ccccc1NS(=O)(=O)c1cccc([N+](=O)[O-])c1)N1CCOCC1 | -3% | 1% | 7% | -4% | 1.6%
O=[N+]([O-])c1ccc(C(O)CSC(=S)N2CCCCC2)cc1 (centres undefined) | ? | -1% | 5% | -7% | 1.2%
Cc1ccc(C(=O)Nc2nccc(C)n2)cc1 | 1% | -3% | -6% | -3% | 0.1%
CCOC(=O)c1c(C)[nH]c(C(=O)C(C)OC(=O)c2cnc(C)cn2)c1C (centres undefined) | 8% | . | -7% | -9% | 6.8%

In the list so far, four contain a furan ring, fused or not:
SMILES | M. tuberculosis | PhoP GFP inhibition | M. tuberculosis HTS | H1N1 NS1A inhibition | VEEV TC-83 Vero | others
N=c1c(S(=O)(=O)c2ccccc2)cc2c(=O)n3ccccc3nc2n1Cc1ccco1 | 6% | 4% | -3% | -2% | 2.3%
CCCN(CC(=O)Nc1ccccc1C)C(=O)c1cc(C)oc1C | 3% | . | -7% | -7% | 3.2%
COc1ccc2[nH]c(=O)c(CN(Cc3ccco3)C(=O)c3ccccc3)cc2c1 | -8% | -3% | -1% | 0% | 9.7%
Cc1ccc(C)c(S(=O)(=O)N2CCCOC2CNC(=O)C(=O)NCCc2ccco2)c1 (centres undefined) | 19% | -6% | -3% | -7% | i

Next section
SMILES | M. tuberculosis | PhoP GFP inhibition | M. tuberculosis HTS | H1N1 NS1A inhibition | VEEV TC-83 Vero | others
Cc1[nH]c(C)c(S(=O)(=O)N2CCN(c3cccc(Cl)c3)CC2)c1C(=O)N1CCCC1 | 13% | 2% | -7% | -1% | 1.1%
CN(/N=C/c1ccc(O)cc1O)c1ncc(C(F)(F)F)cc1Cl | 40% | -5% | ? | 10% | 0.6%
Cc1cnc(C(=O)OCC(=O)Nc2cccc(S(=O)(=O)N3CCCCC3)c2)cn1 | 20% | 8% | 2% | 2% | 0.1%
COc1nc(N(C)C)nc(N(C#N)S(=O)(=O)c2ccc(C)cc2)n1 | -8% | -7% | 1% | 2% | 1.8%
COc1ccc(-c2cc(C(=O)n3cnc4ccccc43)c3ccccc3n2)cc1 | -8% | 4% | 9% | -6% | 7.0%
CCOC(=O)N1CCC(Nc2ccc(N3C(=O)C4CCCCC4C3=O)cc2[N+](=O)[O-])CC1 (centres undefined) | 7% | 4% | -3% | 11% | 1.1%
COc1ccc(Cc2nc3ccc(C(=O)NCC(C)(C)OC)cc3o2)cc1 | 17% | -2% | 3% | -1% | 0.6%
O=C(NCC(=O)N1CCCCCCC1)c1ccc(Br)o1 | 7% | -3% | -6% | -6% | 0.3%
CN(CC(=O)Nc1ccccc1C(F)(F)F)C(=O)COc1ccccc1Cc1ccccc1 | 16% | -4% | -4% | -4% | 2.2%
CCOC(=O)c1ccc(S(=O)(=O)N2CCC(N3CCCCC3)CC2)cc1 | 22% | -9% | -5% | 1% | i
CC(=O)c1cn(CCCCCCCn2cc(C(C)=O)c(=O)[nH]c2=O)c(=O)[nH]c1=O | -10% | -7% | 1% | -2% | 0.5%
COc1ccc(N(C(=O)c2snc(C(N)=O)c2N)C(C(=O)NC2CCCCC2)c2ccc(C)o2)c(OC)c1 (centres undefined) | 24% | 11% | 0% | 6% | i
N#CC1=C(N)Oc2n[nH]c(CSc3ccccc3)c2C12C(=O)Nc1ccccc12 (centres undefined) | 56% | 8% | -1% | -1% | 5.7%
Cc1nn(C)cc1C(=O)/C=C/c1ccc([N+](=O)[O-])cc1 | 52% | 11% | ? | -11% | 7.2%
COc1ccccc1CNC(=O)CCN1C(=O)COc2ccccc21 | -3% | -4% | -1% | 2% | i
Cc1cc(-c2nnc(CCC(=O)NC(C)c3ccccc3Cl)o2)no1 (centres undefined) | 25% | 10% | -3% | 2% | 0.1%
CC(C)(C)c1ccc(C(=O)c2c[nH]c(C(=O)NCCCn3ccnc3)c2)cc1 | 39% | 1% | 5% | 2% | i
NC(=O)c1c(NC(=O)c2ccccc2C(=O)O)sc2c1CCCC2 | 6% | -3% | 3% | -12% | 0.1%
COc1ccc(-c2ccc3c(c2)S(=O)(=O)c2cccc(C(=O)NC4CCCCC4)c2C3=O)cc1OC | -12% | . | 9% | -1% | i
CN1CCN(c2ncnc3nc[nH]c23)CC1 | 12% | 4% | -1% | -9% | 0.3%
CCOC(=O)c1cnc(SCC(=O)Nc2cc(C(F)(F)F)ccc2N2CCOCC2)nc1N | -18% | 10% | -9% | -3% | 0.2%
O=C(COc1ccc([N+](=O)[O-])cc1)Nc1nnc(-c2cccnc2)s1 | 2% | -4% | -2% | -18% | 1.6%
O=C(CSC(=S)N1CCCC1)N/N=C/c1c(O)[nH]c(=S)[nH]c1=O | ? | . | -4% | 11% | 8.2%
CCOC(=O)c1c(C)nc2c(c1-c1ccccc1)C(=O)CC(C)(C)C2 | 6% | -9% | -2% | 4% | 5.0%
CCC(C)C(NC(=O)OC(C)(C)C)C(=O)NC(C(=O)N1CCCC1C(N)=O)C(C)CC (centres undefined) | -1% | -7% | -9% | -4% | 2.9%
Cc1c(NC(=S)NC(=O)C2CCCCC2)c(=O)n(-c2ccccc2)n1C | -13% | -2% | -1% | 3% | 1.2%
Cc1cc(C)c2sc(NC(=O)c3ccc([N+](=O)[O-])o3)nc2c1 | ? | 6% | ? | -13% | 6.4%
COc1ccc2oc(C(=O)OCC(=O)N3CCN(c4ccccc4)CC3)c(C)c2c1 | -4% | -3% | 6% | 0% | 0.5%
CC(=O)C(Cc1ccccc1)NC(=O)COC(=O)c1cccc(C)c1[N+](=O)[O-] (centres undefined) | -2% | . | -3% | -8% | 0.3%
COC(=O)c1ccc(Cl)c(NC(=O)CN2CCN(Cc3ccccc3)CC2)c1 | 1% | 0% | -1% | -12% | 0.7%
COc1ccccc1NS(=O)(=O)c1cccc(C(=O)N/N=C/c2ccc(N3CCOCC3)cc2)c1 | 2% | -10% | 1% | 11% | i
CCOC(=O)c1cnc2ccc(Cl)cc2c1NCCN(C)C | -1% | -6% | 7% | -5% | 0.2%
O=C(Nc1ccc(Cl)cc1)C(c1ccccc1)N(CCO)CCO (centres undefined) | 1% | 0% | -9% | 0% | i
Cc1ccc(NC(=O)[C@@H](CC(C)C)NC(=O)[C@@H]2Cc3ccccc3CN2)cc1 | 28% | 0% | 2% | 0% | i
Cc1ccc(C(=O)COC(=O)c2cnccn2)cc1 | -3% | 2% | 0% | -7% | 0.0%
CC(=O)N1CCOc2ccc(S(=O)(=O)N3CCCCC3)cc21 | -7% | -20% | 3% | -3% | 3.1%
COc1ccc(C2=CCCCCC2)c(OC)c1OC | . | . | . | -25% | 2.6%
CN1CCN(c2ccccc2NC(=O)COc2ccc(C3CCCCC3)cc2)CC1 | ? | -3% | ? | 9% | 4.2%

Quoted from the entries so far, two compounds:
SMILES | M. tuberculosis | PhoP GFP inhibition | M. tuberculosis HTS | H1N1 NS1A inhibition | VEEV TC-83 Vero | others
COc1ccc(C2=CCCCCC2)c(OC)c1OC | . | . | . | -25% | 2.6%
CN1CCN(c2ccccc2NC(=O)COc2ccc(C3CCCCC3)cc2)CC1 | ? | -3% | ? | 9% | 4.2%

Pulled by structure from the entries so far (2):
SMILES | M. tuberculosis | PhoP GFP inhibition | M. tuberculosis HTS | H1N1 NS1A inhibition | VEEV TC-83 Vero | others
Cc1c(NC(=S)NC(=O)C2CCCCC2)c(=O)n(-c2ccccc2)n1C | -13% | -2% | -1% | 3% | 1.2%
O=S(=O)(Nc1cccc(-c2nnco2)c1)c1ccc(Cl)cc1 | 11% | 17% | -2% | -1% | 0.9%
